From PubChem
Pf Dd2 growth: Plasmodium falciparum Dd2 growth inhibition | Potency, µM (doses to about 28.9 µM), without a hit: at the top dose activity, negative = inhibition, actives largely listed as inhibitors | AID 1347417 | 120,000 tested, 4.3% active | P. falciparum Dd2 growth, SYBR Green, 72 h; active = well fitted inhibition curve with a large enough effect; inconclusive = small, poorly fitted or top-dose-only effect; inactive = no such curve, though single readings can be large or run the other way;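 note: plate controls were DMSO vehicle for no effect and reference drug for full effect; nearly all actives have a fitted effect of over 65% in size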
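Infected erythrocytes (Dd2, 0.3% parasitemia, 2.5% hematocrit final) are added to compound in RPMI-1640/Albumax II medium, grown 72 h at 37C in low oxygen, then lysed with saponin/Triton-X containing SYBR Green and read by fluorescence.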
An asterisk follows results filed as active; i = inactive; ? = inconclusive; [ ] = dose if it differs, or a comment. Potency is the fitted concentration of half-maximal effect.

Preview, 7 compounds:
SMILES | Pf Dd2 growth
Cc1noc(C)c1S(=O)(=O)N1CCC2(CC1)CC1C(=O)NCCN1C2 (stereo unspecified) | 16.0%
CCc1nc(-c2c3n(c(=O)n(Cc4ccccc4C(F)(F)F)c2=O)CCCC3)no1 | ?
Cc1cccc(N2CCN(C(=O)c3ccc(CS(=O)c4cccc(Cl)c4)o3)CC2)c1C (stereo unspecified) | 0.3%
CCC(C)n1c(=O)c2sccc2n2c(CCCC(=O)Nc3ccc(F)cc3)nnc12 (stereo unspecified) | -20.8%
CCc1nc2c(c(-c3ccc(O)cc3)n1)CCN(Cc1ccccc1C(F)(F)F)CC2 | 1.78µM*
COc1ccc(NC(=O)N2CC(N(C3CCOCC3)S(C)(=O)=O)C2)cc1OC | -14.9%
CCc1nnc(NC(=O)CSc2nc3c([nH]c4ccccc43)c(=O)n2-c2ccc(C)cc2)s1 | ?

Results, from the start:
SMILES | Pf Dd2 growth
Cc1noc(C)c1S(=O)(=O)N1CCC2(CC1)CC1C(=O)NCCN1C2 (stereo unspecified) | 16.0%
CCc1nc(-c2c3n(c(=O)n(Cc4ccccc4C(F)(F)F)c2=O)CCCC3)no1 | ?
Cc1cccc(N2CCN(C(=O)c3ccc(CS(=O)c4cccc(Cl)c4)o3)CC2)c1C (stereo unspecified) | 0.3%
CCC(C)n1c(=O)c2sccc2n2c(CCCC(=O)Nc3ccc(F)cc3)nnc12 (stereo unspecified) | -20.8%
CCc1nc2c(c(-c3ccc(O)cc3)n1)CCN(Cc1ccccc1C(F)(F)F)CC2 | 1.78µM*
COc1ccc(NC(=O)N2CC(N(C3CCOCC3)S(C)(=O)=O)C2)cc1OC | -14.9%
CCc1nnc(NC(=O)CSc2nc3c([nH]c4ccccc43)c(=O)n2-c2ccc(C)cc2)s1 | ?
O=C(Cc1c[nH]c2ccccc12)N1CCC(CCOc2ccccc2F)C1 (stereo unspecified) | i
CCN(c1ccccc1)S(=O)(=O)c1ccc(NC(=O)c2cc(=O)c3cc(C)ccc3o2)cc1 | ?
COc1ccccc1Nc1cnc2ccc(-c3cccc(CO)c3)nn12 | ?
COc1ccc(C(CNC(=O)COc2cc(C)c(Cl)c(C)c2)N2CCCCC2)cc1 (stereo unspecified) | ?
Cc1noc([C@@H]2CN(C(=O)c3nccc4ccccc34)C[C@H]2CO)n1 | 17.7%
COc1ccccc1NC(=O)CCn1cnc2onc(-c3ccc(F)cc3)c2c1=O | i
Cc1ccc(-c2nccn3cc(C(=O)N4CCN(C5CCCCC5)CC4)nc23)cc1 | i
Cc1ccc(/C=C/c2onc(C)c2S(=O)(=O)N2CCC(C(=O)Nc3cccc(C#N)c3)CC2)cc1 | ?
COC1CCOC2(CCN(C(=O)c3ccncc3)CC2)C1 (stereo unspecified) | ?
CN(C)c1ccc(CNC(=O)c2cccn2-c2nnc(N3CCCCC3)s2)cc1 | ?
CCOc1ccc(NC(=O)C(=O)NCCc2ccccc2)cc1 | 0.8%
CC(=O)Nc1nonc1-c1nc2ccccc2n1Cc1ccccc1Br | -23.9%
CCc1ccc(-n2c(=O)c3cccnc3n2CC(=O)Nc2ccccc2C(F)(F)F)cc1 | 11.2µM*
NC(=O)CCNC(=O)[C@@H]1C[C@@H](NS(=O)(=O)c2cccs2)CCN1C(=O)COCC(=O)O | 5.8%
CC(NC(=O)CN1C(=O)c2cccnc2Oc2ccc(Cl)cc21)c1ccccc1 (stereo unspecified) | i
CCOC(=O)C1=C(CN2CCN(c3ccc(Cl)cc3)CC2)NC(=O)NC1c1ccc(OC)cc1 (stereo unspecified) | ?
Cc1[nH]ncc1CNC(=O)C1(Cc2ccccc2)CCCCC(=O)N1 (stereo unspecified) | -12.5%
CCS(=O)(=O)c1ncc(N(Cc2ccccc2)Cc2ccco2)c(C(=O)Nc2ccc(C)c(C)c2)n1 | 5.01µM*
O=C([C@@H]1C[C@H](c2ccc(F)cc2)N(Cc2ccccc2Cl)C1)N1CCN(CCO)CC1 | ?
CC(C)CCNC(=O)CN1C(=O)c2cccnc2Oc2ccccc21 | 18.0%
COc1ccccc1NC(=O)COc1ccc(-c2nn(C)c(=O)c3ccccc23)cc1 | i
Cc1cc(C)nc(-n2nc(C)c3c2NC(=O)CC3c2cc(F)ccc2F)n1 (stereo unspecified) | ?
Cc1ccc(S(=O)(=O)N[C@H](C)c2onc(-c3ccc(F)cc3)c2C(=O)O)cc1 | 4.7%[44.1 µM]
CCOc1cc(C(=O)Nc2ccc(S(=O)(=O)Nc3cc(OC)nc(OC)n3)cc2)cc(OCC)c1OCC | 11.8%
O=C1CC(c2ccccc2)N(C(=O)C2CC2)CCCN(C(=O)c2n[nH]c3ccccc23)CCN1 (stereo unspecified) | -4.4%
O=C1CCN(S(=O)(=O)c2ccccc2)CCCN(Cc2cccc3[nH]ccc23)CCN1 | 7.94µM*
CCOc1ccc(CCNC(=O)CN2C(=O)C(CC)Oc3ccccc32)cc1OCC (stereo unspecified) | 16.3%
Cc1ccccc1CSc1nc2nc(C)c(Cc3ccccc3)c(C)n2n1 | -14.3%
CCN1CCc2c(sc(NC(=O)c3ccc(S(=O)(=O)N4CCCC(C)C4)cc3)c2C(=O)OC)C1 (stereo unspecified) | ?
Cc1cccc(CNC(=O)C2CC(c3ccc(F)c(C)c3)CN(C(=O)c3ccccc3)C2)c1 (stereo unspecified) | -0.5%
COC[C@H]1CCCN1C(=O)CC[C@H]1CNC(=O)[C@@H]2[C@@H](CCN2CC2CC2)N1C | -7.6%[44.1 µM]
COCCOc1ccc2c(n1)CCN(C(=O)c1ccc(OC)nc1OC)C2 | 4.5%
CC(C)Cn1nc2n(c1=O)CCN(S(=O)(=O)c1cccs1)CC2 | -7.4%
COc1cc(NC(=O)c2cc(Cl)c(OC)c(Cl)c2)ccc1NC(=O)c1cc2ccccc2o1 | 32.7%
O=C(NC1CCCCCC1)c1cc2n(n1)CC(c1ccc3c(c1)OCO3)OC2 (stereo unspecified) | -5.8%
O=C(NCC1CC1)c1cccc(OC2CN(Cc3ccncc3F)C2)c1 | ?
Cc1noc(C)c1[S+](=O)([O-])N1CCC2(CC(C(C)C)=NO2)C1 (stereo unspecified) | 19.9%
C=CCNC(=O)c1cnn2c1CN([S+](=O)([O-])c1cccc(C(F)(F)F)c1)CC2 | 4.1%
CNC(=O)C1(C)CN(Cc2ccccc2)Cc2ccc(NCC(C)C)nc21 (stereo unspecified) | ?
COc1ccc(-c2nc(SCC(=O)NCC3CCCO3)c(-c3ccc(Cl)cc3)[nH]2)cc1 (stereo unspecified) | ?
CCn1cc(CN2CC[C@H](CNC(=O)COC)[C@H](N(C)C)C2)c(C)n1 | 2.2%
O=C(NCc1ccc(F)cc1)C1CCN(C(=O)c2ncn3c2COC(c2ccc(Cl)cc2)C3)CC1 (stereo unspecified) | 1.2%
CCN(CC)CCOC(=O)c1ccc(NC(=O)Cn2ncc3c2-c2cc(C)ccc2OC3)cc1 | -17.8%
COc1ccc(-c2ncc3c(n2)OCCN(C)C3=O)cc1OC | i
CCS(=O)(=O)Nc1ccc(C(=O)N2Cc3nnc(C)n3C(C)C2)cc1 (stereo unspecified) | -2.0%
CCCn1cc(-c2ccncc2)cc1C(=O)NCc1ccccc1 | ?
Cc1cccc(C(=O)N2CCn3nnc(CCC(=O)NC4CC4)c3C2)c1 | -8.2%
CC(C)c1ccc(CN2CCCC3(CCN(S(C)(=O)=O)C3)C2=O)cc1 (stereo unspecified) | -5.6%
Cc1ccc(NC(=O)Cn2c(=O)c(C(F)(F)F)nc3ccccc32)c(C)c1 | i
COc1cc(CN2CC[C@H](CNC(=O)C3CC3)[C@H](N(C)C)C2)ccc1F | -3.3%
CCOCCCNC(=O)N1CCC(c2noc(-c3ccncc3)n2)C1 (stereo unspecified) | i[5.79 µM]
Cc1c(-c2ccc(F)cc2)[nH]c2ccc(CNC(=O)CCN3CCCO3)cc12 | ?
COc1ccc(CCNc2ncnc3c2CN(C2CCCNCC2)C(=O)CN3C)cc1 (stereo unspecified) | -18.6%
The results go on:
SMILES | Pf Dd2 growth
Cc1ccc(CNC(=O)c2nnn(CC(=O)Nc3cc(C)ccc3C)c2N)cc1 | i
CC1=C(C(=O)Nc2ccccc2)C(c2ccc(C(=O)O)cc2)n2ncnc2N1 (stereo unspecified) | i
COc1ccc(CCNC(=O)c2cc3c(s2)-c2ccccc2OC3)cc1OC | ?
Cc1cc(C)cc(NC(=O)c2cnc3sc(N4CCCC4)nn3c2=O)c1 | 25.2%
CCOC(=O)C1CCN(C(=O)Cn2nc(C)n3c(cc4sccc43)c2=O)CC1 | -13.4%
CCc1nnc2ccc(NCc3ccccc3)nn12 | 6.31µM*
CC1(c2ccccc2)N(Cc2cccnc2)C(=O)OC12CCN(C(=O)Cc1ccc3c(c1)OCO3)CC2 (stereo unspecified) | i
COc1ccc(C(=O)N2CCC3(CC2)CC(OC)CCO3)cn1 (stereo unspecified) | -7.9%
Cc1c(C(=O)NCCN(C)C)oc2c1-c1nn(Cc3ccccc3Cl)cc1CC2 | -12.5%
O=C(CSc1nnc2scc(-c3ccc(Cl)cc3)n12)Nc1ccc(F)cc1 | 15.4%
OCC1(CN2CCCC2)CCN(C/C=C/c2ccccc2)CC1 | 7.08µM*
N#Cc1cccc(C(=O)N[C@H]2[C@H](O)[C@H](O)C[C@@H]2c2ccc(N3CCOCC3)nc2)c1 | -1.1%[44.1 µM]
Cc1cnc(-c2cccnc2)n1CC1CCN(S(=O)(=O)Cc2ccccc2)CC1 | ?
O=C(Nc1c(C(=O)Nc2cccc(F)c2)oc2ccccc12)c1cc2ccccc2o1 | ?
CNC(=O)CCn1ncc2cc(OCc3ccccc3-c3ccc(OC)cc3C)ccc21 | 5.62µM*
CCOc1cccc(-c2noc(-c3nnn4c3COC(c3ccc(OC)cc3)C4)n2)c1 (stereo unspecified) | -3.8%
COc1ccc(CCNS(=O)(=O)c2cc(-c3cc(C)no3)ccc2OC)cc1OC | 12.2%
COc1ccc(NC(=O)c2sc3nc4c(cc3c2N)CCCCCC4)cc1 | 22.4%
O=C(Nc1ccccc1)Nc1ccc([C@@H](O)[C@H]2COCC(=O)N2Cc2cccnc2)cc1 | -22.0%[44.1 µM]
COc1ccc(-c2nc(-c3ccccc3)nc3c2CN(C(=O)C2CCCC2)CC3)cc1 | ?
O=C(Cc1c[nH]c2ncc(-c3ccccc3)cc12)N1CC[S+](=O)([O-])CC1 | 18.1%[44.1 µM]
O=C(c1ccccn1)C1CCCN(c2ncncn2)C1 (stereo unspecified) | 4.4%
COc1ccc(S(=O)(=O)N(CC(=O)NC(C)c2ccccc2)c2ccc(C)cc2)cc1OC (stereo unspecified) | ?
COc1cc(C2C(C(=O)Nc3ccc(Cl)cc3)=C(C)Nc3nc(SC)nn32)cc(OC)c1OC (stereo unspecified) | -4.6%
COC(=O)[C@H](NC(=O)[C@@H]1C[C@@H](NC(=O)CSC)CCN1S(=O)(=O)c1ccc(OC)cc1)C(C)C | 4.6%
COC(=O)c1sccc1S(=O)(=O)N(CC(=O)Nc1ccccc1F)c1ccccc1 | 55.4%[activator]
Cc1cc(C)n(CC(=O)N2[C@H]3CC[C@@H]2c2cnc(-c4ccc(F)cc4)nc2C3)n1 | ?
COc1cc(OC)cc(C(=O)Nc2ccc3oc(-c4cccc5c(Br)cccc45)nc3c2)c1 | i
Clc1ccc(CSc2ccc(-c3cccs3)nn2)cc1 | 26.1%
COc1ccc(N2Cc3c(ncnc3N3CCN(Cc4ccccc4)CC3)N(C)CC2=O)cc1 | ?
CNC(=O)Nc1ccc(C)n(CC(=O)N2CCN(c3ccccc3OC)CC2)c1=O | -16.2%
CNC(=O)[C@@H]1C[C@H](n2cc(CNC(=O)Nc3ccc(C)c(Cl)c3)nn2)CN1 | -1.4%
CC(C)c1nc(-c2ccc(C(=O)N[C@@H]3COCC[C@@H]3OCC3CC3)cc2)no1 | i
Cc1nn(CCNC(=O)c2cn(CCN)nn2)c(C)c1Cl | -1.9%
COc1ccc(-c2cc(C[C@@H]3C[C@H](NCc4ccncc4)C3(C)C)no2)cc1 | -16.4%[44.1 µM]
O=C(c1cc(F)ccc1F)N1CCC(N2CC3CC(C2)[C@H]2CCCC(=O)N2C3)CC1 (stereo partly specified) | -14.6%
O=C(Nc1cccn2nc(C3CCC3)nc12)c1cccc(F)c1 | ?
CCOc1ccccc1N1CCN(c2ncncc2-c2nc(-c3ccccc3)no2)CC1 | ?
COc1ccc(-c2nc(C3CC3)nc3c2CN(C(=O)c2ccccc2F)CC3)cc1 | -11.3%
O=C1NCCOCCCN(S(=O)(=O)c2ccccc2)[C@H]2CCC[C@@H]12 | 1.9%
O=C(C[C@H]1NC(=O)c2ccccc2NC1=O)NCCn1c(=O)c(=O)[nH]c2ccccc21 | -13.7%
COc1ccc(CC(=O)Nc2ccc([C@@H](O)[C@H]3COCC(=O)N3Cc3ccccc3OC)cc2)cc1 | -1.7%
Cc1ccc(Cn2cc(-c3ccncc3)cc2C(=O)N(C)Cc2ccccc2)cc1 | -16.0%
COC[C@@H]1[C@H](C(=O)Nc2cc(OC)ccc2OC)CCC(=O)N1C | i
Cc1ccc(C(=O)NCC(c2ccc3c(c2)OCO3)N2CCOCC2)cc1C (stereo unspecified) | 48.6%[activator][0.594 µM]
CC[C@@]1(O)CCN(c2nc(N)c3cc(OC)c(OC)cc3n2)C[C@H]1O | -4.8%

Ordered by number of heavy atoms (low to high): five of the compounds above
SMILES | Pf Dd2 growth
CCn1cc(CN2CC[C@H](CNC(=O)COC)[C@H](N(C)C)C2)c(C)n1 | 2.2%
COCCOc1ccc2c(n1)CCN(C(=O)c1ccc(OC)nc1OC)C2 | 4.5%
Cc1ccc(C(=O)NCC(c2ccc3c(c2)OCO3)N2CCOCC2)cc1C (stereo unspecified) | 48.6%[activator][0.594 µM]
N#Cc1cccc(C(=O)N[C@H]2[C@H](O)[C@H](O)C[C@@H]2c2ccc(N3CCOCC3)nc2)c1 | -1.1%[44.1 µM]
Cc1cccc(CNC(=O)C2CC(c3ccc(F)c(C)c3)CN(C(=O)c3ccccc3)C2)c1 (stereo unspecified) | -0.5%

Some of the compounds tested; count on the stated rates, not on these rows.
